Screening results as filed in PubChem.
NR1D1 modulator: modulators of Rev-erb alpha DNA binding, primary screen, biochemical, FITC-DNA, fluorescence polarization, uHTS | Nuclear receptor subfamily 1 group D member 1 (Homo sapiens), P20393 | Rev-erbα–FITC-DNA binding, 90 min | activity, % at 10 µM | 370,000 tested, 0.79% active;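 active means activity above about 14%, limit read from the data; passing the limit was not always enough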;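 further: 0% = DMSO wells with 35 nM protein and 100% = DMSO wells with 750 nM protein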
SMARCA2 act: SMARCA2 (BRM) function activators, primary screen, cell-based, luminescence, high throughput; MG213 cells, MMTV-luciferase reporter, dexamethasone, overnight; activation, % at 9.1 µM; 370,000 tested, 1% active; in the data active means activation above about 7.8%;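 further: 0% = vehicle wells and 100% = reference activator wells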
ARFGAP1 inh: inhibitors of rat ARFGAP1 GAP activity, primary screen, biochemical, fluorescence polarization, GDP tracer; Arfgap1-stimulated ARF1 GTP hydrolysis, GDP FP detection; AID 651572, 2012; ADP-ribosylation factor GTPase-activating protein 1 (Rattus norvegicus), Q62848; inhibition, % at 16.5 µM; 360,000 tested, 0.26% active;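 active means inhibition above a per-plate limit, mean inhibition of low control wells plus 3 SD, cut at about 25% in these data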;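 further: 0% = DMSO wells with enzyme and 100% = wells lacking Arfgap1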
Target sequence (Q62848 1-136 limits assumed): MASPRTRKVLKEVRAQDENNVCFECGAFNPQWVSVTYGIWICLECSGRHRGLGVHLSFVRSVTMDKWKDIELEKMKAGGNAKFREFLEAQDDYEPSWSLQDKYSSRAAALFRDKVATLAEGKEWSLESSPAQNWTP
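System: truncated rat Arfgap1 GAP domain / Benchmarks: high control wells lacking Arfgap1, low control full reaction with DMSO / Times: compound-enzyme preincubation 20 min, reaction 120 min, detection 60 min, 25 °C / Repeats: one replicate per compound / Also added: human ARF1(Δ1-17)-GTP substrate / Measured by: Tracer-displacement fluorescence polarization with EDTA stop, 620/688 nm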
PG9 binder: binders of HIV-1 gp120 antibody PG9, primary screen, biochemical, TR-FRET | AID 624416, 2012 | TR-FRET gp120-PG9 antibody binding | 360,000 tested, 0.43% active | HIV-1 gp120 / PG9 antibody interaction | inhibition, % at 6.7 µM; in the data active means inhibition above about 8.5%
mABHD4 FP: ABHD4 inhibitors, primary screen, biochemical, fluorescence polarization, mouse; (Lyso)-N-acylphosphatidylethanolamine lipase (Mus musculus), Q8VD66; purified mABHD4, FP-Rh probe fluorescence polarization; inhibition, % at 8.92 µM; 370,000 tested, 0.54% active; AID 720543, 2013;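 active means inhibition exceeding the mean over every tested compound plus 3 SD, cut at about 30% in these data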;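 further: 0% = plate median of compound wells and 100% = S159A mutant with DMSO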
Target sequence (Q8VD66 whole entry, looked up): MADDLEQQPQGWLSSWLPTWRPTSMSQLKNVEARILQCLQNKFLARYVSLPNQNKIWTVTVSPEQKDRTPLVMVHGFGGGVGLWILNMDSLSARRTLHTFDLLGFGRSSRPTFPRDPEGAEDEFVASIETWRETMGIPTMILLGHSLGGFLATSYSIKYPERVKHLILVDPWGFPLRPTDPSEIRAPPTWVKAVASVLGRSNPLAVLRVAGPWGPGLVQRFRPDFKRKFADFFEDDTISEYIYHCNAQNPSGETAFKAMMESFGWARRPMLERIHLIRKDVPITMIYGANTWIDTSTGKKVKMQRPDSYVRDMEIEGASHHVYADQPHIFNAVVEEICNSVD
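Material: mouse ABHD4 enzyme, wild type; Benchmarks: S159A mutant high control, sample median low control; Buffer or medium: HEPES pH 7.0, NaCl, Pluronic buffer; Signal: fluorescence polarization; Read-out: percent inhibition of probe binding, normalized to plate controls; Timing: pre-incubation 45 min, probe exposure 60 min, at 25 °C; Dosing: 8.92 µM, single dose.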
HTRA1 inh: HTRA1 serine protease inhibitors, primary screen, biochemical, fluorescence polarization, HTS; Q92743; recombinant HTRA1, FP-rhodamine activity-based probe; inhibition, % at 5.96 µM; 340,000 tested, 0.5% active; in the data active means inhibition above about 36%;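 further: 0% = enzyme with DMSO and 100% = wells lacking enzyme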
ASAP1 GAP inh: inhibitors of human ASAP1 ArfGAP activity, primary screen, biochemical, fluorescence polarization; AID 624377, 2012; 360,000 tested, 0.19% active; ASAP1-stimulated ARF1 GTP hydrolysis, GDP FP detection; inhibition, % at 16.5 µM; in the data active means inhibition above about 25%;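 further: 0% = vehicle with enzyme and substrate and 100% = no enzyme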
Target sequence (Q9ULH1 325-724 limits assumed): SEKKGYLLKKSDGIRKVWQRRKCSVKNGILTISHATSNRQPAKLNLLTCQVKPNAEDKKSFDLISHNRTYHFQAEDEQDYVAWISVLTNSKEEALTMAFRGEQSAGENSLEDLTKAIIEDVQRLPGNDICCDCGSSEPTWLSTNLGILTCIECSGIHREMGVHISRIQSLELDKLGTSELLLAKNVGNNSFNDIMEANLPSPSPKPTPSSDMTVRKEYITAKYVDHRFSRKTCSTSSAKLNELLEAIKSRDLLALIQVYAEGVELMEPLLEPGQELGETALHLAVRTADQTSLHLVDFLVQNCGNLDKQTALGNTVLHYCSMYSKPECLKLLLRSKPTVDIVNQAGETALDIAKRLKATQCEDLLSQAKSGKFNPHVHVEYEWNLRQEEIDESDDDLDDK
GC-A act: GC-A stimulated cGMP production enhancers – HEK293 GC-A cells, cGMP TR-FRET, EC30 ANP, primary screen; Atrial natriuretic peptide receptor 1 (Homo sapiens), P16066; 0% at EC30 ANP, 100% saturating ANP; activation, % at 10 µM; 370,000 tested, 0.14% active; in the data active means activation above about 40%
rCAG binder: binders of r(CAG) RNA repeats, primary screen, biochemical, fluorescence | r(CAG) RNA repeat, TO-PRO-1 dye displacement fluorescence | 370,000 tested, 1.3% active | inhibition, % at 3 µM | AID 651821, 2012;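 active means inhibition above the plate cutoff, the mean of all test compounds on that plate plus 3 SD, cut at about 35% in these data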;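 further: 0% = DMSO alone and 100% = 100 µM mitoxantrone as full dye displacement; higher means more dye released from RNA so lower well fluorescence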
GC-B act: human GC-B receptor activators, primary screen, HEK293 GC-B cells, cGMP TR-FRET, EC30 CNP; activation, % at 10 µM; 0% at EC30 CNP, 100% saturating CNP; Atrial natriuretic peptide receptor 2 (Homo sapiens), P20594; 370,000 tested, 0.11% active;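 active means activation at 10 µM reaching about 35% in either raw or pattern-adjusted values, limit read from the data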
* hit, by the source's call; . = no result given.

SMILES	NR1D1 modulator	SMARCA2 act	ARFGAP1 inh	PG9 binder	mABHD4 FP	HTRA1 inh	ASAP1 GAP inh	GC-A act	rCAG binder	GC-B act
CC(=O)Nc1ccc(NC(=O)c2ccc(NS(=O)(=O)c3cccc4cccnc34)cc2)cc1	7	6	3	-0.7	-6	-11	0	1	12	5
O=C1c2cccc3c(Nc4ccccc4Cl)c([N+](=O)[O-])cc(c23)C(=O)N1CCO	-1	0	-13	-1.0	1	-3	-1	-6	6	-1
COc1cccc(CNC(=O)CN2C(=O)CSc3ccc(S(=O)(=O)N4CCOCC4)cc32)c1	12	0	4	0.1	2	-2	0	-1	0	-4
COC(=O)/C(=C/c1ccc2c(c1)c1ccccc1n2C)NC(=O)c1ccccc1	13	0	-1	-0.7	-30	-54	-2	-1	10	-2
COc1ccc(NC(=O)CSc2nnc(-c3ccncc3)n2C)cc1	3	-1	-3	-1.6	-6	5	12	-1	-3	-3
Cn1ncc2c(Nc3cccc(Cl)c3)nc(Nc3cccc(Cl)c3)nc21	1	-1	20	-0.1	-73	-72	2	-1	36*	-2
COc1cccc(NC(=O)CCC2CCN(C(=O)Cc3cccc(F)c3)CC2)c1	-2	0	-4	-2.9	2	-4	1	1	-6	-2
CCC(C)NS(=O)(=O)c1ccc(OCC(=O)NCc2ccc(OC)cc2)cc1 (configuration not stated)	7	0	9	0.6	1	3	10	-3	-2	6
COc1ccc(CC(=O)Nc2nc(-c3cc(OC)ccc3OC)cs2)cc1	-2	-4	4	1.1	-27	-36	13	-4	8	0
CC(=O)c1cccc(N(C(=O)c2cnccn2)C(C(=O)NCc2ccccc2)c2ccco2)c1 (configuration not stated)	1	-1	3	1.6	6	9	3	-4	1	-1
CN(Cc1ccc2nsnc2c1)C(=O)C1CCC(=O)N(CCc2ccccc2)C1 (configuration not stated)	-3	-1	-14	-0.9	-2	4	-11	0	1	-9
CCCNc1nc2c(c(=O)[nH]c(=O)n2C)n1CCC(C)C	1	0	-8	2.2	-6	8	-13	-4	0	-5
Cc1ccc2c(c1)nnn2C1CCN(S(=O)(=O)c2ccc(C(=O)N3CC(C)CC(C)C3)cc2)CC1 (configuration not stated)	-5	-1	-1	-0.6	0	-8	3	-6	-2	-1
CN(CCOc1ccccc1)C(=O)c1ccc(N2CCCC2)c([N+](=O)[O-])c1	4	-2	-8	-1.5	16	-9	7	0	-4	2
Cn1nc(C(=O)NC(C)(C)C)c2ccccc21	5	-3	8	-2.2	-3	5	-10	-4	3	0
CC1(C)NC(=O)N(CCC(=O)Nc2cc(C(F)(F)F)ccc2Cl)C1=O	-3	-3	1	1.1	-2	7	-1	-1	-1	2
CCN1C(=O)C2(C(C(=O)c3ccc(C)o3)=C(O)C(=O)N2CCCN(C)C)c2ccccc21 (configuration not stated)	-4	4	-1	-1.6	1	.	14	0	0	7
CCCCn1c(N)c(N(CCOC)C(=O)c2oc3ccc(OC)cc3c2C)c(=O)[nH]c1=O	0	2	7	1.0	4	-2	3	-3	-3	6
CC(C)Sc1n[nH]c(=O)n1-c1cccc(C(F)(F)F)c1	-8	-1	8	0.0	7	-1	-13	3	-2	-1
COc1ccc(N(C(C)C(=O)NN=C2CCCCCCC2)S(C)(=O)=O)cc1 (configuration not stated)	-4	1	4	-1.4	-3	-4	9	5	4	-2

A few values from above.
Entry for CCC(C)NS(=O)(=O)c1ccc(OCC(=O)NCc2ccc(OC)cc2)cc1 (configuration not stated) in SMARCA2 act: 0
Entry for CN(CCOc1ccccc1)C(=O)c1ccc(N2CCCC2)c([N+](=O)[O-])c1 in HTRA1 inh: -9
Entry for CCN1C(=O)C2(C(C(=O)c3ccc(C)o3)=C(O)C(=O)N2CCCN(C)C)c2ccccc21 (configuration not stated) in GC-B act: 7

Record cards, from the list above. Values in the order: NR1D1 modulator	SMARCA2 act	ARFGAP1 inh	PG9 binder	mABHD4 FP	HTRA1 inh	ASAP1 GAP inh	GC-A act	rCAG binder	GC-B act
CC(=O)Nc1ccc(NC(=O)c2ccc(NS(=O)(=O)c3cccc4cccnc34)cc2)cc1 reads 7	6	3	-0.7	-6	-11	0	1	12	5
CC(=O)c1cccc(N(C(=O)c2cnccn2)C(C(=O)NCc2ccccc2)c2ccco2)c1 (configuration not stated) reads 1	-1	3	1.6	6	9	3	-4	1	-1
CCCCn1c(N)c(N(CCOC)C(=O)c2oc3ccc(OC)cc3c2C)c(=O)[nH]c1=O reads 0	2	7	1.0	4	-2	3	-3	-3	6
CCC(C)NS(=O)(=O)c1ccc(OCC(=O)NCc2ccc(OC)cc2)cc1 (configuration not stated) reads 7	0	9	0.6	1	3	10	-3	-2	6

Additional compounds follow.
SMILES	NR1D1 modulator	SMARCA2 act	ARFGAP1 inh	PG9 binder	mABHD4 FP	HTRA1 inh	ASAP1 GAP inh	GC-A act	rCAG binder	GC-B act
OCC1(CO)COC2(CCCC2)N1	4	-1	9	1.7	4	-1	7	-2	-2	0
COc1ccc(/C=N/n2c(N)c(S(=O)(=O)c3cccs3)c3nc4ccccc4nc32)cc1OC	-6	-2	-7	-0.9	8	-3	7	10	8	6
Cc1c(/C=N/NC(=O)c2cc(=O)[nH]c(=O)[nH]2)c2ccccn2c1C(=O)c1ccccc1	-6	-3	-9	-0.8	1	-1	-3	2	9	0
COc1ccc(CCN(Cc2cccs2)S(=O)(=O)c2ccccc2)cc1OC	3	-2	.	.	-5	.	.	3	0	-4
COc1ccc(C(=O)N/C(=C/c2ccco2)C(=O)NC2CCS(=O)(=O)C2)cc1 (configuration not stated)	-1	-2	0	-2.0	1	0	10	-3	1	0
COC(=O)C1CCN(C(=O)CN(C)Cc2ccc(C(C)(C)C)cc2)CC1	0	1	12	-3.0	2	-5	-12	-4	-6	3
Cc1cc(C(=O)NC2CCCc3c2cnn3-c2cc(F)cc(F)c2)nn1C (configuration not stated)	1	-3	-3	0.3	-1	1	-8	2	-6	8
O=C(N1CCOCC1)N1CCN(S(=O)(=O)N2CCCCC2)CC1	2	5	0	-0.8	1	-2	8	3	-3	0
CC(=O)N1C[C@H]2CON(C)[C@H]2C[C@H]1c1cccc(N2CCOCC2)c1	-2	-4	-1	-1.1	-5	0	-4	-2	1	3
CC1CCCCN1C(=O)N[C@@H](Cc1ccccc1)C(=O)O (some centres not stated)	4	-3	-3	1.7	1	10	-5	0	-1	3
Cc1ccc2c(c1)N(C(=O)NC1CCCCC1)C(C)(C)CC2C (configuration not stated)	-1	1	-3	0.7	-1	1	14	-6	-2	5
COCc1cc(C)nc(SCC(=O)NC2CCCCC2C)c1C#N (configuration not stated)	9	-1	2	-0.2	4	4	1	5	-6	-2
Cc1ccc(S(=O)(=O)N2CCN(C(=O)c3cc(=O)[nH]c4ccccc34)CC2)c(C)c1	0	-2	-2	-2.6	1	-3	-10	-3	-5	3
C#Cc1cccc(NC(=O)c2ccc3c(c2)C(=O)N(Cc2cccnc2)C3=O)c1	3	-3	2	-0.5	-12	-8	6	6	5	2
COc1cc(OC)cc(-c2c(-c3cccs3)c3cc(-c4ccn[nH]4)ccc3n2C)c1	3	2	19	-2.8	8	15	6	-2	19	-4
O=C1CC(C(=O)Nc2ccccc2)N=C(N2CCOCC2)N1 (configuration not stated)	5	-3	2	-0.3	0	5	17	1	1	6
Cc1nnc(NN2CCOCC2)[nH]c1=O	-4	-1	2	-1.0	-1	.	-2	-4	1	-1
Cc1nn(C)cc1/C=C/C(=O)c1ccccc1	-2	1	10	0.8	9	2	-2	1	-3	4
CCOc1ncccc1C(=O)OCC(=O)Nc1cc(S(=O)(=O)N2CCCCC2)ccc1Cl	5	-2	6	-1.7	9	-12	6	0	4	-3
O=C(NCc1ccco1)c1nnc(Cc2ccc(Cl)cc2)o1	-1	-2	4	0.9	-5	-2	18	2	-1	-1

Three compounds already listed, arranged by number of heavy atoms, descending:
SMILES	NR1D1 modulator	SMARCA2 act	ARFGAP1 inh	PG9 binder	mABHD4 FP	HTRA1 inh	ASAP1 GAP inh	GC-A act	rCAG binder	GC-B act
CCOc1ncccc1C(=O)OCC(=O)Nc1cc(S(=O)(=O)N2CCCCC2)ccc1Cl	5	-2	6	-1.7	9	-12	6	0	4	-3
Cc1nn(C)cc1/C=C/C(=O)c1ccccc1	-2	1	10	0.8	9	2	-2	1	-3	4
Cc1nnc(NN2CCOCC2)[nH]c1=O	-4	-1	2	-1.0	-1	.	-2	-4	1	-1
